MEX-5 binding – C. elegans MEX-5 TCR-2 RNA binding activity | Q9XUB2 | MEX-5/FITC-TCR2 RNA binding, fluorescence polarization; active compounds read low | activity score (negative = inhibition of binding), % at 10 µM | 300,000 tested, 0.38% active;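 active means inhibition past about -25% in most replicates, and total fluorescence under double the plate's negative control median, limit read from the data; inconclusive means replicates evenly split on the limit, or fluorescence at least double controls; inactive means too little inhibition in most replicates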;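 further: 0% = DMSO and -100% = 5 µM competing unlabeled TCR2 RNA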
AHR act – activates the human aryl hydrocarbon receptor. AHR-responsive luciferase reporter cells, luminescence. activation, % at 5 µM. 320,000 tested, 2.5% active. P35869; in the data active means activation above about 47%;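 further: 0% = vehicle wells and 100% = reference agonist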
Target sequence (P35869 whole entry, looked up): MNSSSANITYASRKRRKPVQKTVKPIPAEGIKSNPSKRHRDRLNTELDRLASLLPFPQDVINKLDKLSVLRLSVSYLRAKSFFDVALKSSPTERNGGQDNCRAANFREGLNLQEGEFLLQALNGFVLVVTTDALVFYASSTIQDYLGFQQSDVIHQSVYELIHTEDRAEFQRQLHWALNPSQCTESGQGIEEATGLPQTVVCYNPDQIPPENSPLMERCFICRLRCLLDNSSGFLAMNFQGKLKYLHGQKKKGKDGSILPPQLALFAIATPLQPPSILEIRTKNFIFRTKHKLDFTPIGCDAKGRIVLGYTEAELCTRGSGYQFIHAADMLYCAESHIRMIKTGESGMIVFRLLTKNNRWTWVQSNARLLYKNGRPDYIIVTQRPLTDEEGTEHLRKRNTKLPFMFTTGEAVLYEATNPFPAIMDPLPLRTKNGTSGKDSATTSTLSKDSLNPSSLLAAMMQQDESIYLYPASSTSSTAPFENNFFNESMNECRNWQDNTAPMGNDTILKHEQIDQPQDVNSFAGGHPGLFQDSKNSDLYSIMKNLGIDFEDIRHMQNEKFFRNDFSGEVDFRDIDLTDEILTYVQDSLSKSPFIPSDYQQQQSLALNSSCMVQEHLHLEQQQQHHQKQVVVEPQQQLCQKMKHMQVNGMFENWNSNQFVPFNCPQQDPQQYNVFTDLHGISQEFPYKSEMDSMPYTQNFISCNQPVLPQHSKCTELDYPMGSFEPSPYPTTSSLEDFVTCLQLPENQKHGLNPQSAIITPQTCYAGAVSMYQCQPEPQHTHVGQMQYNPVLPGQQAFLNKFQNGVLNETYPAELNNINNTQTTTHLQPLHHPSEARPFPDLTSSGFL
Fam108B counter – blocks mouse Fam108B hydrolase in RBBP9 counter-screen. recombinant Fam108B, FP-Rh probe fluorescence polarization. inhibition, % at 9.51 µM. 300,000 tested, 0.33% active. AID 1947;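 active means inhibition above the screen mean inhibition plus 3 SD, computed separately per campaign, cut at about 18% in these data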;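 further: inhibitors lower polarization as less probe binds the enzyme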
MCL1 BIM primary – disrupts human MCL1 binding to BIM-BH3 peptide. Q07820. GST-MCL1 / FITC-Bim-BH3 fluorescence polarization. inhibition, % at 10.9 µM. 320,000 tested, 0.68% active. AID 2057;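 active means inhibition above the mean inhibition of all tested compounds plus 3 SD, set per campaign, cut at about 40% in these data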;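 further: 0% = DMSO wells and 100% = unlabeled Bim-BH3 peptide control; higher means more loss of mP so more displacement of Bim peptide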
PME-1 inh – blocks human protein phosphatase methylesterase 1 | Q9Y570 | recombinant PME-1, FP-Rh probe fluorescence polarization | inhibition, % at 5.9 µM | 320,000 tested, 0.53% active;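 active means inhibition above the campaign mean of all compounds plus 3 SD, cut at about 26% in these data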;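 further: competitive labeling of PME-1 active site by serine hydrolase directed probe; 0% = PME-1 with DMSO and 100% = wells lacking PME-1 enzyme; inhibitors block probe labeling so polarization falls and inhibition rises; many of its hits are not listed in these tables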
GLD-1 TGE inh – GLD-1-TGE RNA interaction inhibition (C. elegans) | Q17339 | purified GLD-1 + fluorescein TGE RNA, fluorescence polarization | inhibition, % at 5.96 µM | 320,000 tested, 0.44% active | AID 2280;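 active means percent inhibition above a per-plate cutoff, the plate mean of test compounds plus 3 SD, cut at about 30% in these data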;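 further: 0% = DMSO wells with GLD-1 and probe and 100% = wells lacking GLD-1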
pPAFAH FP inh – inhibitors of human plasma PAF acetylhydrolase (pPAFAH) | 330,000 tested, 1.5% active | Q13093 | inhibition, % at 3.39 µM | recombinant pPAFAH, FP-rhodamine probe fluorescence polarization | AID 463082;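 active means inhibition above the mean inhibition across the screen plus 3 SD, cut at about 25% in these data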;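 further: inhibitors block binding of the rhodamine activity-based probe so polarization drops; 0% = enzyme with DMSO and 100% = wells lacking pPAFAH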
BCLXL inh – blocks human Bcl-xL binding to Bim BH3 peptide. AID 2129. GST-Bcl-xL / FITC-Bim BH3 peptide fluorescence polarization. Q07817. 320,000 tested, 0.7% active. inhibition, % at 10.9 µM;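 active means inhibition above the mean of all tested compounds plus 3 SD, cutoff set per campaign, cut at about 30% in these data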;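 further: 0% = DMSO wells and 100% = unlabeled Bim-BH3 peptide competitor; inhibitors lower millipolarization by displacing the labeled peptide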
PAFAH1B2 FP inh – PAFAH1B2 (human) inhibition; inhibition, % at 3.39 µM; recombinant PAFAH1B2, FP-rhodamine activity probe, fluorescence polarization; AID 492953; P68402; 340,000 tested, 1.2% active;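 active means inhibition above the mean of all tested compounds plus 3 SD, cut at about 24% in these data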;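 further: 0% = enzyme with DMSO and 100% = wells lacking PAFAH1B2; many of its hits are not listed in these tables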
Target sequence (P68402 whole entry, looked up): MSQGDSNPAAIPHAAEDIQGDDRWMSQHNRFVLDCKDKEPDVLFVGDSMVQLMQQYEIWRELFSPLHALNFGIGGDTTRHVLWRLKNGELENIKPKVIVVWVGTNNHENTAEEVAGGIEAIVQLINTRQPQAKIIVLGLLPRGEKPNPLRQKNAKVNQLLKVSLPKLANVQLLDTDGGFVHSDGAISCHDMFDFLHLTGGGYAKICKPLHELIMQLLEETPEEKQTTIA
An asterisk follows results filed as active; ? = inconclusive; . = not tested or not shown.

SMILES	MEX-5 binding	AHR act	Fam108B counter	MCL1 BIM primary	PME-1 inh	GLD-1 TGE inh	pPAFAH FP inh	BCLXL inh	PAFAH1B2 FP inh
CCOc1ccc(N(CC(=O)Nc2ccc(C)cc2C)S(C)(=O)=O)cc1	-1.5	-1	-3	-3	-9	2	-2	-2	-1
O=C(CCN1C(=O)/C(=C/c2ccccc2)SC1=S)NNC(=O)c1ccncc1	1.3	120*	-3	3	-2	10	-1	8	8
CCOC(=O)c1cnc(SC)nc1Sc1ccc(Cl)cc1Cl	-1.2	0	-4	4	0	6	-3	2	1
O=C(c1ccccc1C(=O)N1CCN(c2ccccc2F)CC1)N1CCN(c2ccccc2F)CC1	-2.1	11	1	14	3	10	4	12	4
CCOc1ccc(NC(=O)C(c2ccccn2)N(C(=O)CCl)c2ccc(OCC)cc2)cc1 (stereo unspecified)	.	22	3	6	6	9	6	16	5
COc1ccc(CCNC(=O)CCSCc2ccccc2F)cc1OC	1.6	1	0	3	3	1	7	2	8
COc1cc(/C=N/NC(=O)c2cccc(NC(=O)c3ccccc3C)c2)ccc1O	-0.2	15	2	-7	2	1	8	-1	9
COc1ccc(C2C(C(=O)N3CCN(c4ccccn4)CC3)CC(=O)N2c2ccc(OC)cc2)cc1 (stereo unspecified)	0.8	2	3	0	-4	-6	4	4	1
COc1ccc(NC(=O)CSc2nc3ccccc3c(=O)n2CCCN2CCC(C)CC2)c(OC)c1	-0.8	8	-1	-1	-1	-1	1	6	0
Cc1cccc(C(=O)c2c(N)sc3c2CCC(C)C3)c1 (stereo unspecified)	1.8	41	-2	-14	4	-3	11	-3	3
O=C(N/N=C\c1cc(Cl)ccc1O)c1ccc(S(=O)(=O)N2CCCCC2)cc1	1.0	28	1	-2	-5	-12	9	-2	1
COc1ccc(-c2nc(SCc3ccc(C#N)cc3)[nH]c(=O)c2C#N)cc1	2.2	0	-8	23	4	0	6	6	11
O=C(COc1cccc2cccnc12)Nc1cccc(S(=O)(=O)N2CCCC2)c1	.	4	.	7	1	-4	19	4	3
CCOC(=O)N1CCN(C(=O)c2cccc(-n3c(=S)[nH]c4cc(Cl)ccc4c3=O)c2)CC1	2.5	1	4	6	3	0	1	4	5
CC(NS(=O)(=O)OCC(Cl)(Cl)Cl)c1ccc(C(C)(C)C)cc1 (stereo unspecified)	-0.8	6	-10	0	-10	14	19	3	9
Cc1c(/C=C(\CC(=O)O)c2nc3ccccc3s2)cc(C#N)n1C	-1.4	6	0	1	2	-4	-2	7	4
COc1ccc(NC(=O)Nc2cc(C)ccc2OC(F)F)c(OC)c1	-2.4	13	9	4	9	2	6	7	4
Fc1cccc(-c2c(-c3ccccc3)ncc3cc(F)ccc23)c1	.	1	.	-4	0	4	9	-3	8
CCCC(C(=O)NC1CCCC1)N(Cc1cccs1)C(=O)c1snc(C(N)=O)c1N (stereo unspecified)	0.2	-1	-3	9	13	5	-2	4	7
COc1ccc(Cn2c(=O)sc3ccccc32)cc1	2.0	1	-8	8	4	-6	5	1	1
Cc1cc(=O)[nH]c(SCc2cccc(F)c2)n1	0.8	6	-3	4	3	1	-3	5	3
COc1ccccc1C(=O)n1nc(-c2ccccc2)nc1NCc1ccco1	1.1	3	1	-2	-1	1	4	-1	2
COc1ccc(-c2cc(C)no2)cc1S(=O)(=O)N1CCN(C(=O)c2ccco2)CC1	0.5	1	-1	3	-2	-7	2	-1	4
Cc1ccc(C)c(NC(=O)CN(C)C(=O)c2cc([N+](=O)[O-])ccc2N2CCOCC2)c1	-0.2	0	2	-16	0	3	0	-7	5
CCn1c(C)cc(C(=O)CN2C(=O)c3ccccc3S2(=O)=O)c1C	.	-6	.	-2	-3	9	-3	1	2
CC1CCCN(S(=O)(=O)c2ccc(C(=O)Nc3nnc(C4=COCCO4)o3)cc2)C1 (stereo unspecified)	0.2	-1	1	5	-4	2	3	3	8
COc1ccc(Cl)cc1N(CC(=O)N1CCCC1)S(C)(=O)=O	-0.4	-1	0	-1	-1	0	3	0	2
Nc1nc(-c2ccc(Cl)cc2)nnc1-c1ccc(Br)cc1	?	-4	-3	10	-8	1	-2	-1	2
CCOc1ccc2nc(SCC(=O)N3CCCCCC3)c(C#N)cc2c1	-2.4	13	-2	6	4	-4	2	4	-1
O=C(NC1C2CC3CC(C2)CC1C3)C1CCCCC1 (stereo unspecified)	-1.3	-1	1	4	-6	-3	1	-2	13
CC(C)CN1CCN=C1Nc1ccccc1	2.7	-1	0	10	0	7	4	6	4
CC(=O)Nc1ccc(NC(=O)C2CCN(c3c(Cc4ccccc4)c(C)nc4ncnn34)CC2)cc1	-0.2	-3	2	-4	2	4	6	2	-1
N#C/C(=C\c1ccc(Cl)cc1)C(=O)Nc1cccnc1	0.7	1	0	2	-2	-3	-2	2	2
CCN(C(=O)c1ccco1)c1nc(CC(=O)Nc2ccc(Cl)cc2)cs1	2.3	78*	-2	1	-6	0	11	-2	0
COc1ccc2c(Cl)c(C(=O)NCCCn3ccnc3)sc2c1	1.5	10	1	-4	-2	1	4	8	8
Cc1cccc(C)c1NC(=O)COc1ccccc1C(=O)Nc1ccc(Br)cn1	-0.3	37	-5	-4	-3	0	6	1	2
CCCC[C@@H]1C=C(C(=O)O)[C@H](c2ccc(Br)cc2)N1S(=O)(=O)c1ccc(C)cc1	.	-1	.	.	.	3	7	.	18
Cc1cccc(-c2nn(-c3ccccc3)cc2C(=O)Nc2cccc(S(=O)(=O)NC3=NCCC3)c2)c1	0.6	18	-32	-2	-26	6	-10	4	-18
Cc1ccc(COc2ccc(/C=N/NC(=O)c3nnn(-c4nonc4N)c3COc3ccc(F)cc3)cc2)cc1	0.4	1	1	11	-2	0	1	4	7
CCOC(=O)C(NC(=O)CC)(Nc1nc2c(s1)CCCC2)C(F)(F)F (stereo unspecified)	-1.1	-4	4	3	0	-4	4	6	-2

Arranged by molecular weight (descending): some entries from above
SMILES	MEX-5 binding	AHR act	Fam108B counter	MCL1 BIM primary	PME-1 inh	GLD-1 TGE inh	pPAFAH FP inh	BCLXL inh	PAFAH1B2 FP inh
COc1ccc(NC(=O)CSc2nc3ccccc3c(=O)n2CCCN2CCC(C)CC2)c(OC)c1	-0.8	8	-1	-1	-1	-1	1	6	0
O=C(COc1cccc2cccnc12)Nc1cccc(S(=O)(=O)N2CCCC2)c1	.	4	.	7	1	-4	19	4	3
Fc1cccc(-c2c(-c3ccccc3)ncc3cc(F)ccc23)c1	.	1	.	-4	0	4	9	-3	8

(listing goes on)
SMILES	MEX-5 binding	AHR act	Fam108B counter	MCL1 BIM primary	PME-1 inh	GLD-1 TGE inh	pPAFAH FP inh	BCLXL inh	PAFAH1B2 FP inh
CCn1c2ccccc2c2cc(N)ccc21	-2.4	41	2	1	0	9	10	7	3
COc1ccc([C@@H]2[C@@H]3C(=O)N(C(C)(C)C)C(=O)[C@@H]3[C@]3(Cc4ccccc4)C(=O)N(c4cccc(Br)c4)C(=O)N23)cc1	-0.4	-2	-2	-4	-6	-1	4	5	-1
CN(C)S(=O)(=O)c1cc(NC(=O)CN2CCN(c3ccccc3)CC2)ccc1Cl	0.8	2	2	-5	6	3	3	3	-3
Cc1ccc(C(=O)C(C)OC(=O)CN2C(=O)NC3(CCCC3)C2=O)cc1C (stereo unspecified)	-0.1	-1	0	1	3	2	-1	3	3
COc1cccc(C2NC(=O)c3ccccc3O2)c1OC (stereo unspecified)	0.1	29	-2	6	-3	1	-3	0	4
COCCn1nnnc1C(C(C)C)N(Cc1cccnc1)Cc1ccccc1Cl (stereo unspecified)	0.6	1	-2	5	19	4	-2	7	-2
CCn1c(SCC(=O)Nc2nc(-c3ccccc3)cs2)nnc1-c1ccccc1O	-0.2	7	-7	2	-10	6	5	-2	-4
Cc1nnc(SC(C)C#N)n1-c1ccccc1 (stereo unspecified)	-1.1	2	-2	4	0	-2	8	3	6
CCN1CCN(S(=O)(=O)c2ccc(Cl)c(C(=O)Nc3nnc(C)s3)c2)CC1	1.9	1	-1	-1	-8	7	1	2	-3
COc1cc(OC)cc(-c2nc3ccccc3c(=O)o2)c1	1.7	3	-3	-4	2	-8	6	2	1
COc1cc(/C=C/c2noc(-c3ccccc3O)n2)ccc1OC(C)=O	0.3	-1	0	-5	-16	-1	1	-1	-1
S=C(c1ccc(-c2ccc(Cl)c(Cl)c2)o1)N1CCOCC1	1.3	6	2	18	-3	1	12	5	2
COc1ccc(S(=O)(=O)N2CCC(C(=O)Nc3cccc(Cl)c3)CC2)cc1OC	-0.3	0	5	5	0	2	-4	5	1
COc1cccc(NC(=O)c2cccs2)c1	-0.3	5	0	10	1	-1	3	5	-1
COc1ccc(/C=N/NC(=O)c2ccc[nH]2)cc1	1.1	13	2	2	-3	0	5	4	-1
Cc1onc(-c2ccccc2)c1C(=O)O/N=C(\N)c1ccc([N+](=O)[O-])o1	1.1	15	2	-6	1	-1	6	3	3
Cc1ccc(NC(=O)C2CCN(S(=O)(=O)c3ccc4c(c3)NC(=O)C(C)S4)CC2)c(C)c1 (stereo unspecified)	9.9	1	-4	-6	5	0	21	0	4
COc1ccccc1N1CCN(C(=O)c2oc3cc(C)cc(C)c3c2C)CC1	-2.1	0	4	6	4	6	3	6	1
Cc1cc(C)n2cc(COc3ccccc3)nc2n1	0.5	4	-2	-3	1	0	-1	4	12
CN1C(=O)S/C(=C\c2ccccc2OCc2ccc(C(=O)O)cc2)C1=O	-6.4	-1	-2	7	-2	-4	8	6	1
CC(C)CN1CCN(Cc2ccc(C#CC(C)(C)O)cc2)CC1CCO (stereo unspecified)	-0.2	3	1	1	0	5	8	5	1
CCCS(=O)(=O)N1CCC(C(=O)NCCCN(C)Cc2ccccc2)CC1	-0.9	0	0	-4	-1	-4	2	-1	0
CNCc1ccccc1OCc1ccc(F)cc1	-0.5	-1	2	-1	-2	1	-3	6	4
Cc1cccc(NC(=O)Cn2nnc(C(=O)NCc3cccs3)c2N)c1C	0.8	-2	-2	-4	-3	-4	0	2	-3
COc1ccc(CCNC(=O)CCN2C(=O)C(C)Oc3ccc(C)cc32)cc1OC (stereo unspecified)	1.2	2	-2	5	1	3	0	5	2
Cc1c(O)c(S(=O)c2ccccc2)c(=O)n(-c2ccccc2)c1-c1ccccc1 (stereo unspecified)	3.2	-1	4	8	5	-3	0	3	15
CCN(CC)c1nc(SCC(=O)O)nc(N(CC)CC)n1	-1.2	-4	0	8	7	2	2	5	4
CSc1ccccc1NC(=O)CCn1c(=O)oc2ccccc21	4.1	2	4	8	2	1	4	8	-1
COC(=O)C1C(=O)C2=C(CC1C)NC(C)=C(C(=O)OC(C)C)C2c1ccc(OC)c(O)c1 (stereo unspecified)	-1.1	5	1	4	0	1	6	0	-2
O=C(Nc1cccc(S(=O)(=O)N2CCCC2)c1)c1ccc2c(c1)OCO2	1.2	88*	3	3	1	2	-2	1	-1
CC(=O)Nc1ccc(S(=O)(=O)N2CCC(c3nc4ccc(C)cc4[nH]3)CC2)cc1	4.6	2	4	-3	2	5	-2	2	-1
Cc1ccc(S(=O)(=O)N(CC(=O)N2CCc3ccccc3C2)c2cccc(Cl)c2)cc1	3.0	14	-4	-3	-5	0	4	-5	6
CCC(C)(C)c1nnc(NC(=O)C2CC(=O)N(CCc3ccc(F)cc3)C2)s1 (stereo unspecified)	4.0	-2	6	4	3	4	6	4	9
CN1CCC(OC(=O)Cc2ccc(Cl)cc2)CC1	0.4	-3	-1	5	7	-4	1	2	0
Cc1c(NC(=O)c2cccs2)cccc1-c1nc2ccccc2s1	-1.9	-6	-9	8	-9	0	6	3	0

Screening data as filed in PubChem.

Some of the compounds tested; rates above refer to the full screens.
